Screening data as filed in PubChem.
TCR CD3 inh = human TCR-CD3 binding inhibition; TAMRA-labeled TCR probe fluorescence, biochemical; actives 0.37% (n = 360,000); inhibition, % at 9.4 µM; AID 651800; in the data active = inhibition above about 19%;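 also: recombinant mutant TCR 2C K166C tagged with TAMRA read by polarization; 0% = receptor in buffer alone and 100% = receptor with positive control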
HTRA1 inh = blocks human HTRA1 serine peptidase. Q92743. recombinant HTRA1, FP-rhodamine activity-based probe, fluorescence polarization. inhibition, % at 5.96 µM. actives 0.5% (n = 340,000). AID 504803; in the data active = inhibition above about 36%;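 also: 0% = enzyme with DMSO and 100% = wells lacking enzyme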
SIAE inh = blocks human sialic acid acetylesterase. Q9HAT2. inhibition, % at 9.66 µM. SIAE FP-Rh probe binding, fluorescence polarization. actives 0.69% (n = 370,000);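 active = inhibition above a cutoff: mean of compounds within the control limits plus 3 SD of those, cut at about 17% in these data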;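 also: 0% = plate median of compound wells and 100% = probe without SIAE protein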
PRMT1 FP inh = inhibitors of human PRMT1; Q99873; recombinant PRMT1, activity-based probe fluorescence polarization; inhibition, % at 2.79 µM; actives 1.3% (n = 370,000); AID 652257;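 active = inhibition above about 21% made by adding two undisclosed values, limit read from the data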
NPR1 activator = GC-A (human) enzyme activation; P16066; HEK293 GC-A cells, cGMP TR-FRET, EC30 ANP; 0% at EC30 ANP, 100% saturating ANP; activation, % at 10 µM; actives 0.14% (n = 370,000); in the data active = activation above about 40%
UHRF1 binding = blocks human UHRF1 binding to methylated DNA; Q96T88; AID 687016; UHRF1 binding to methylated oligo, TR-FRET; actives 0.75% (n = 370,000); inhibition, % at 4.4 µM; in the data active = inhibition above about 21%;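 also: UHRF1 SRA domain binding a hemimethylated CpG hairpin DNA probe; 0% = median of test compound wells and 100% = reference inhibitor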
rCAG binder = binds r(CAG) RNA repeats; r(CAG) RNA repeat, TO-PRO-1 dye displacement fluorescence; inhibition, % at 3 µM; actives 1.3% (n = 370,000); AID 651821;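 active = inhibition above the plate cutoff, the mean of all test compounds on that plate plus 3 SD, cut at about 35% in these data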;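 also: 0% = DMSO alone and 100% = 100 µM mitoxantrone as full dye displacement; higher means more dye released from RNA so lower well fluorescence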
MBD2 DNA inh = inhibitors of human MBD2 binding to methylated oligonucleotide. AID 686964. inhibition, % at 4.4 µM. TR-FRET. actives 0.31% (n = 370,000); in the data active = inhibition above about 13%
GC-B act = GC-B (human) receptor activation | HEK293-GC-B cells, CNP EC30, cGMP TR-FRET; 0% at EC30 CNP, 100% saturating CNP | activation, % at 10 µM | actives 0.11% (n = 370,000);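 active = activation at 10 µM reaching about 35% in either raw or pattern-adjusted values, limit read from the data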
Target sequence (P20594 whole entry, looked up): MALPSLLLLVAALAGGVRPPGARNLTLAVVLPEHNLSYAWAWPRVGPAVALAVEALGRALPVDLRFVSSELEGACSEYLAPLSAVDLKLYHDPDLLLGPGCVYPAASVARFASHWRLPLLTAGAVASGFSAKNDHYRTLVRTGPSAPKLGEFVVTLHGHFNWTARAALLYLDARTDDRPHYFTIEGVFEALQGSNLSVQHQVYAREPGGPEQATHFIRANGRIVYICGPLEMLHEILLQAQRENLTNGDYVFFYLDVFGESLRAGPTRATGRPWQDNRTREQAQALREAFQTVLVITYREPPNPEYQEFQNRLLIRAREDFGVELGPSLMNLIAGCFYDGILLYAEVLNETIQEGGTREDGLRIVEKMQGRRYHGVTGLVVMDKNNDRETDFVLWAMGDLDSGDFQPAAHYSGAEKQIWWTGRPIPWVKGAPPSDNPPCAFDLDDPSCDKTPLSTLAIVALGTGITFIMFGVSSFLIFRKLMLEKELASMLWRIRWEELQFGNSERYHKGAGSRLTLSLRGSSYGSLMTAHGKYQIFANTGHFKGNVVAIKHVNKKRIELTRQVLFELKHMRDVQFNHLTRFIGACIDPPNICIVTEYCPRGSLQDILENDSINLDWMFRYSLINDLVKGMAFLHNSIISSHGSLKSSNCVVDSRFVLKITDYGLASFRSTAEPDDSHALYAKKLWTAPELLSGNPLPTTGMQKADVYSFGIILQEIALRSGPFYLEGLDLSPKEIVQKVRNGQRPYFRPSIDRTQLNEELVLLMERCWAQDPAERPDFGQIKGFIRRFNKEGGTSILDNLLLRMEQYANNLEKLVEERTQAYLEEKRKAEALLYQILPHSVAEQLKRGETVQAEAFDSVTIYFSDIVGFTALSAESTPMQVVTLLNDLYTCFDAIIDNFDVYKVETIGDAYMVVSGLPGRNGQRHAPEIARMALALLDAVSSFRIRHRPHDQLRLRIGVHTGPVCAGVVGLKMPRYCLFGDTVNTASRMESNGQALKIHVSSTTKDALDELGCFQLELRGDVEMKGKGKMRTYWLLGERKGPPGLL
mABHD4 FP = inhibitors of mouse ABHD4 | purified mABHD4, FP-Rh probe fluorescence polarization | actives 0.54% (n = 370,000) | Q8VD66 | inhibition, % at 8.92 µM;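 active = inhibition exceeding the mean over every tested compound plus 3 SD, cut at about 30% in these data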;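 also: 0% = plate median of compound wells and 100% = S159A mutant with DMSO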
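Test system: mABHD4 protein | Buffer or medium: HEPES pH 7.0 buffer, 150 mM NaCl, 0.01% Pluronic F-127 | Probe or stimulus: FP-Rh fluorescent activity-based probe, added after compound pre-incubation | Timing: Pre-incubation 45 min, probe exposure 60 min, at 25 °C | Technique: Fluorescence polarization, excitation 525 nm, emission 598 nm, BODIPY TMR filters | Repeats: Single well per compound (singlicate)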
Numbers without * were called inactive; / = not tested or not shown. Only part of the results is shown. The share of hits here may be higher or lower than overall.

Short keys – A = TCR CD3 inh; B = HTRA1 inh; C = SIAE inh; D = PRMT1 FP inh; E = NPR1 activator; F = UHRF1 binding; G = rCAG binder; H = MBD2 DNA inh; I = GC-B act; J = mABHD4 FP
> Cc1ccc(C(=O)CCC(=O)OCC(=O)NNC(=O)c2ccc([N+](=O)[O-])cc2)cc1
  A = 0	B = 6	C = 0	D = -4	E = 3	F = 2	G = 10	H = -5	I = -3	J = -4

> COC1OC(c2ccccc2)=C(c2cnc(N)nc2)c2ccc(F)cc21 (stereo unspecified)
  A = -1	B = /	C = 2	D = -3	E = 1	F = -1	G = 1	H = -4	I = -1	J = 0

> CCN(CC)C(=O)CC[C@@H]1CC[C@]2(CCCN(C(=O)c3ccno3)C2)O1
  A = /	B = /	C = 0	D = -1	E = 2	F = -1	G = 3	H = 6	I = -4	J = -1

> COc1ccc(S(=O)(=O)N(C)C[C@H]2OCCCC[C@H](C)Oc3ccc(NC(=O)Nc4ccc(F)cc4)cc3C(=O)N([C@H](C)CO)C[C@H]2C)cc1
  A = 3	B = -28	C = 10	D = -2	E = 0	F = -2	G = 14	H = -1	I = 9	J = -9

> CCn1ncc(S(=O)(=O)NCc2ccco2)c1C
  A = -2	B = 6	C = -1	D = -2	E = 1	F = 3	G = 2	H = -2	I = 6	J = -6

> CCOc1ccc(/C=N/NC(=O)Cc2csc(Nc3cccc(C(F)(F)F)c3)n2)c(OCC)c1
  A = 2	B = -40	C = -13	D = 0	E = -1	F = -6	G = 9	H = -5	I = 5	J = -9

> Oc1ccc(COCc2ccccc2)c2cccnc12
  A = 2	B = 34	C = 8	D = 0	E = 1	F = 3	G = 8	H = -3	I = -2	J = 6

> COc1ccc(Br)cc1C(=O)NC(=S)Nc1c(C)n(C)n(-c2ccccc2)c1=O
  A = -7	B = 4	C = 11	D = -3	E = -7	F = 1	G = -1	H = -1	I = 2	J = -5

> CCCCCN(C(=O)CCCSc1nncs1)c1c(N)n(CCCC)c(=O)[nH]c1=O
  A = 7	B = 6	C = -2	D = 0	E = 3	F = 1	G = -5	H = 2	I = 0	J = -1

> CCc1ccc(NC(=O)COC(=O)/C(=C/c2ccccc2OC)c2ccccc2)cc1
  A = -1	B = -51	C = -33	D = 1	E = -1	F = 0	G = 8	H = 0	I = 0	J = -31

More structures:
Short keys – A = TCR CD3 inh; B = HTRA1 inh; C = SIAE inh; D = PRMT1 FP inh; E = NPR1 activator; F = UHRF1 binding; G = rCAG binder; H = MBD2 DNA inh; I = GC-B act; J = mABHD4 FP
> Cc1nc(C)c(-c2csc(Nc3ccc(N)cc3)n2)s1
  A = -3	B = 34	C = 17	D = 3	E = -3	F = -5	G = 15	H = 0	I = -2	J = 9

> COCC(=O)N1CCC(Oc2ccc(C(=O)NCc3cc(C)n(C)n3)cc2)CC1
  A = -3	B = -1	C = 12	D = -1	E = 3	F = 1	G = -7	H = -5	I = 3	J = -4

> CCOC(=O)/C=C1\Nc2ccccc2OC1=O
  A = 1	B = 7	C = 8	D = 8	E = -2	F = -7	G = -3	H = -7	I = -5	J = 23

> O=C(CCc1nnc2ccc(NCc3ccco3)nn12)Nc1cccc(F)c1
  A = 2	B = -11	C = 1	D = -2	E = -5	F = 2	G = 6	H = 0	I = -7	J = -5

> CCOC(=O)Nc1cc(=O)c([N+](=O)[O-])c(N)[nH]1
  A = 4	B = /	C = 3	D = 0	E = 1	F = -2	G = 1	H = 1	I = 0	J = 5

> C=CCOc1ccc2c(c1)c(S(=O)(=O)c1ccc(C)cc1)cn2COC
  A = 9	B = -30	C = -5	D = -3	E = 6	F = -5	G = -4	H = -5	I = 5	J = -29

> Cc1ccc(NC(=O)c2ccc(C#CC3(O)CCCCC3)cc2)cc1C
  A = -4	B = -11	C = -2	D = 3	E = -1	F = 3	G = -1	H = 1	I = 1	J = 1

> O=[N+]([O-])c1ccc(/C([O-])=C(/C(=S)Nc2ccccc2F)[n+]2ccccc2)cc1
  A = 2	B = 9	C = 5	D = 1	E = 1	F = -1	G = 4	H = -2	I = -3	J = 5

> CCOc1ccc(C(=O)Nc2cccc(-c3nc4ccccc4[nH]3)c2C)cc1[N+](=O)[O-]
  A = 10	B = -38	C = -11	D = -2	E = 5	F = -1	G = 5	H = -11	I = -1	J = -4

> O=c1cc(/C=C/c2ccccc2)oc2ccccc12
  A = -1	B = -18	C = -2	D = 1	E = -2	F = -5	G = 6	H = 1	I = -9	J = -1

(continued)
Short keys – A = TCR CD3 inh; B = HTRA1 inh; C = SIAE inh; D = PRMT1 FP inh; E = NPR1 activator; F = UHRF1 binding; G = rCAG binder; H = MBD2 DNA inh; I = GC-B act; J = mABHD4 FP
> COC(=O)c1ccc(C(=O)OC)c(NC(=O)COC(=O)CC2CC3CCC2C3)c1 (stereo unspecified)
  A = 4	B = -1	C = -6	D = 1	E = -6	F = 1	G = 2	H = 1	I = -4	J = 5

> Cc1ccccc1-n1c(=O)n(Cc2ccco2)c(=O)c2[nH]cnc21
  A = -2	B = 6	C = 3	D = -2	E = 3	F = 1	G = 2	H = 6	I = 0	J = 4

> S=c1[nH]nc(-c2cc(-c3ccco3)[nH]n2)n1-c1cccc2ccccc12
  A = 0	B = -6	C = 2	D = 36*	E = -3	F = 3	G = 22	H = 2	I = -2	J = 13

> O=C(OCC(=O)c1ccc[nH]1)c1ccc(S(=O)(=O)N2CCCCC2)cc1
  A = 2	B = /	C = 0	D = 2	E = -2	F = -1	G = 3	H = 5	I = -1	J = 1

> O=C(Nc1ccc(F)c(F)c1)c1ccco1
  A = 3	B = -5	C = -3	D = -5	E = 3	F = 0	G = -1	H = -1	I = 4	J = 1

> Cc1ccccc1OCC(=O)Nc1ccc(C(=O)Nc2ccccc2C(=O)O)cc1
  A = 8	B = -14	C = -31	D = 2	E = -3	F = -3	G = 49*	H = -9	I = -1	J = -12

> Cc1cccc2sc(N(CCCN(C)C)C(=O)c3ccco3)nc12
  A = 2	B = 2	C = -1	D = 6	E = -9	F = -3	G = -3	H = -2	I = -7	J = 11

> COC(=O)c1sc(NC(=S)NC(=O)c2ccc(C)cc2)nc1C
  A = 2	B = 4	C = -7	D = 1	E = 3	F = 0	G = 1	H = 3	I = 1	J = 3

> COc1ccc(-c2nc3n(c2C)CCC3)cc1
  A = 0	B = 2	C = 2	D = -2	E = 1	F = 0	G = -4	H = -1	I = -14	J = 4

> CCCCNC(=O)CSc1nc2ccc(N3CCOCC3)cc2c(=O)n1CCc1ccccc1
  A = -4	B = 3	C = 10	D = 6	E = 3	F = -7	G = 15	H = -8	I = -1	J = 18

Additional compounds
Short keys – A = TCR CD3 inh; B = HTRA1 inh; C = SIAE inh; D = PRMT1 FP inh; E = NPR1 activator; F = UHRF1 binding; G = rCAG binder; H = MBD2 DNA inh; I = GC-B act; J = mABHD4 FP
> O=C(CCNC(=O)Cn1ccc2ccccc2c1=O)NCCc1ccc(Cl)cc1
  A = 2	B = 7	C = 2	D = 1	E = -3	F = 0	G = -7	H = -3	I = 4	J = 0

> CCOC(=O)c1c(C)[nH]c(O)c1C=Nc1ccc(C(F)(F)F)cc1
  A = -5	B = 62*	C = 5	D = 29*	E = 3	F = 3	G = 0	H = 3	I = -5	J = 11

> COc1ccc(C(CNC(=O)CNC(=O)c2cccc(C)c2)N2CCCCC2)cc1 (stereo unspecified)
  A = -11	B = 2	C = 3	D = 1	E = -1	F = -1	G = -8	H = -1	I = 4	J = -3

> S=c1[nH]nc(NCCc2ccccc2)s1
  A = 9	B = 1	C = 5	D = 3	E = 0	F = -1	G = 0	H = 0	I = 4	J = -1

> CCN(CC)S(=O)(=O)c1ccc(N/N=C/c2ccccc2OCC(=O)O)c([N+](=O)[O-])c1
  A = -1	B = 6	C = 4	D = 9	E = 0	F = -4	G = 75*	H = -5	I = 4	J = 35*

> CC(OC(=O)c1ccc(Cl)cc1O)C(=O)NCCC1=CCCCC1 (stereo unspecified)
  A = -14	B = -7	C = 3	D = 4	E = 3	F = 5	G = 3	H = 8	I = -7	J = -9

> O=C1c2ccccc2-c2ncnc3c(N4CCOCC4)cc(N4CCOCC4)c1c23
  A = -4	B = 4	C = 3	D = 6	E = 2	F = -9	G = 2	H = -9	I = -6	J = 4

> O=C(CSC1=NNC(c2ccccn2)S1)Nc1cccc(Cl)c1 (stereo unspecified)
  A = -12	B = /	C = -1	D = 61*	E = 0	F = -5	G = 12	H = -1	I = 6	J = 36*

> CSCC[C@H](NC(=O)C1CCN(S(=O)(=O)c2ccc(C)cc2C)CC1)c1nc2ccccc2[nH]1
  A = -13	B = -10	C = -3	D = 4	E = -12	F = 0	G = 7	H = 2	I = -4	J = -6

> CC(C)(C)c1ccc(CNC(=O)C2CCCN2C(=O)Nc2ccccc2)cc1 (stereo unspecified)
  A = -6	B = -9	C = -6	D = 4	E = 6	F = 0	G = -3	H = 2	I = 2	J = 0

The results go on:
Short keys – A = TCR CD3 inh; B = HTRA1 inh; C = SIAE inh; D = PRMT1 FP inh; E = NPR1 activator; F = UHRF1 binding; G = rCAG binder; H = MBD2 DNA inh; I = GC-B act; J = mABHD4 FP
> O=C(C(=S)N1CCOCC1)c1c[nH]c2ccccc12
  A = -3	B = 9	C = 2	D = 0	E = 0	F = 1	G = 0	H = -1	I = 1	J = -7

> O=C1N/C(=N\N=C\c2cccs2)SC1Cc1cccc(Cl)c1 (stereo unspecified)
  A = 5	B = 9	C = -1	D = -3	E = 2	F = -1	G = 19	H = 0	I = 1	J = 1

> COc1ccc2nc(SCC(=O)Nc3ccc4[nH]c(=O)[nH]c4c3)[nH]c2c1
  A = 3	B = -1	C = 6	D = 1	E = -1	F = 0	G = 2	H = -1	I = -1	J = 7

> COc1cc(N=Nc2ccccc2C(=O)O)ccc1O
  A = 1	B = -2	C = 6	D = -1	E = -1	F = -12	G = 4	H = -20	I = -3	J = -2

> O=C(Cc1ccc(F)cc1)N1CCC2(CC1)NCCc1[nH]cnc12
  A = 3	B = 2	C = 0	D = -3	E = 0	F = -4	G = 3	H = -1	I = -1	J = -4

> O=C(O)c1ccc(/C=N/O)cc1
  A = 19*	B = 4	C = 3	D = -1	E = 0	F = 4	G = -5	H = 3	I = 4	J = 1

> Cc1cccc(NC(=O)CN2CCOCC2)c1C
  A = 4	B = 9	C = -6	D = 3	E = 4	F = 0	G = 0	H = 2	I = 0	J = 3
